# High-throughput results as filed in PubChem BioAssay.
# NF-kB expr up: raises NF-kB expression in human neuronal cells. 190,000 tested, 1.6% active. NF-kB reporter expression; hits give high values. fold change at 12.5 µM. AID 1239; in the data active = fold change above about 3.3
# FLuc inh counter: Photinus pyralis luciferase inhibition counter-screen | P08659 | ATPLite firefly luciferase biochemical luminescence, 10 min | inhibition, % at 10 µM | 200,000 tested, 1.5% active | AID 1006;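 active = inhibition above about 50% when tested at 10 µM, limit read from the data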
# bIAP act: increases bovine intestinal alkaline phosphatase activity; purified bovine IAP, CDP-star luminescence, 30 min; hits give high values; fold of DMSO-control signal, blank-subtracted; activation factor at 20 µM; 200,000 tested, 0.17% active; AID 1016;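 active = activation factor of 2 or more at 20 µM, a signal rise over negative controls twice the positive control's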
# APP 5'UTR act: activates APP 5'UTR luciferase reporter; 190,000 tested, 1% active; activation, % at 2 µM; SH-SY5Y APP 5'UTR luciferase reporter, luminescence; zero percent = DMSO vehicle wells;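 active = activation above a set limit, based on mean plus 3 SD of controls, cut at about 140% in these data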; also: values of inactives mirror those of a sister screen read the other way
# PMI act hi M6P: increases human PMI activity with near-saturating mannose 6-phosphate; P34949; coupled PMI enzyme assay, resazurin fluorescence, 20 min; hits give high values; 1 = untreated enzyme, 0 = substrate-free blank; activation factor at 20 µM; 190,000 tested, 0.34% active;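 active = activation factor of 2 or more at 20 µM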
# Target sequence (P34949 whole entry, looked up): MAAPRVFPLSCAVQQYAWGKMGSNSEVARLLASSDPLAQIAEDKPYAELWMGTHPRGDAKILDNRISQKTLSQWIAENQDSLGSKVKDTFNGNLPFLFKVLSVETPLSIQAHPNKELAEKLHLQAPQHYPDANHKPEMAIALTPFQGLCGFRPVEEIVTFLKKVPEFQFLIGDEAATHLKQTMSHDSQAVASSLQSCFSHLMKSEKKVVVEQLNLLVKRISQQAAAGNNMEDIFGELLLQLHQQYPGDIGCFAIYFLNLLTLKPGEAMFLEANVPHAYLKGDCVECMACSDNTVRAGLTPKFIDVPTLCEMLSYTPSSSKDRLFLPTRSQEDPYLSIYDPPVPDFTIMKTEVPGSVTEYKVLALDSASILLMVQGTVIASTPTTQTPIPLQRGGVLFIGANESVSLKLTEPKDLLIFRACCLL
#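 Test system: human phosphomannose isomerase with PGI, G6PDH, diaphorase coupling enzymes; amount: 15 ng/mL PMI; incubation: enzyme reaction with compound 20 min at room temperature; technique: resorufin fluorescence (Ex 544/Em 590 nm) from resazurin via diaphorase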
# PMI activator: phosphomannose isomerase (human) activation; AID 1214; purified human PMI, coupled resazurin fluorescence, 20 min; hits give high values; 1 = vehicle control, 0 substrate-free wells; P34949; activation factor at 20 µM; 190,000 tested, 0.005% active;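 active = activation factor of 2 or more at 20 µM, relative to plate controls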
# TNAP inh hi DEA: TNAP (human) inhibition, high acceptor; P05186; purified TNAP, CDP-star luminescence, 1 M DEA; inhibition, % at 20 µM; 200,000 tested, 0.03% active;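 active = over 50% inhibition of tissue-nonspecific alkaline phosphatase at 20 µM in the single-dose screen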;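 also: plate controls were DMSO wells for no effect and EDTA-quenched wells as full inhibition for full effect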
# Target sequence (P05186 whole entry, looked up): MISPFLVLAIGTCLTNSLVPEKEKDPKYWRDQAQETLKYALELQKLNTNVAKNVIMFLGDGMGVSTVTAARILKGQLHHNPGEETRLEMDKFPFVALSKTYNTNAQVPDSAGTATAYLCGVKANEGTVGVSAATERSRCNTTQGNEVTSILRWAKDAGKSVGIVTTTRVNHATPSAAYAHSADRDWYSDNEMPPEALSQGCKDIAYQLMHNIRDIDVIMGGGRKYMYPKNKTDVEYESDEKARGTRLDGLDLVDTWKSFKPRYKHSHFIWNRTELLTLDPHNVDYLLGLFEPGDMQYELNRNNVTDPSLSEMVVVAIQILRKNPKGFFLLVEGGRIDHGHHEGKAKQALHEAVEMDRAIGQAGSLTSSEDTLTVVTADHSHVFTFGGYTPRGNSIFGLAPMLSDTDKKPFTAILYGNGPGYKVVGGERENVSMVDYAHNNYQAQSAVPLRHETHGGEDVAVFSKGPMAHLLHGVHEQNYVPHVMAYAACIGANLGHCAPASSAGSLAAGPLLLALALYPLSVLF
# TNAP inh no acc: inhibitors of human TNAP without phosphate acceptor; P05186; purified TNAP, CDP-star luminescence, 30 min; inhibition, % at 20 µM; 200,000 tested, 0.26% active; AID 1012;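 active = tissue-nonspecific alkaline phosphatase inhibition above about 50% at 20 µM in the single-dose screen, limit read from the data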;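 also: 0% = DMSO negative control and 100% = EDTA positive control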
# FLuc stim CS: affects firefly luciferase, flagging false hits in luciferase stimulation screens; P08659; ATPlite luciferase biochemical, luminescence, 10 min; 0 = ATP-free wells, 1 = DMSO control; activation factor at 10 µM; 200,000 tested, under 10 active; AID 1027;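 active = luciferase activation factor, scaled between plate controls, of at least 2 with compound at 10 µM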
#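 Assay system: Luciferase/luciferin detection reagent, cell-free biochemical luciferase assay / Read-out: luciferase activation / Benchmarks: No-ATP low control, compound-free enzyme-plus-ATP high control / Medium: PBS buffer for ATP / Detection: luminescence measurement of luciferase light output / Schedule: 10 min at ambient temperature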
# TNAP act hiacc: TNAP (human) activation, high acceptor; activation factor at 20 µM; AID 1136; purified TNAP, CDP-star luminescence, 1 M DEA, 30 min; hits give high values; 0 = EDTA background, 1 = DMSO-only activity; 200,000 tested, under 10 active; P05186;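 active = activation factor at least 2 at 20 µM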
#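 Measured by: Luminescent substrate turnover signal | Test system: Human TNAP | Input: TNAP 1/800 final | Dosing: 20 µM single point | Schedule: 30 min, room temperature | Controls: EDTA wells as negative control, DMSO wells as positive control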
# Starred values were filed as active, the others as inactive; / = not tested or not shown.
SMILES,NF-kB expr up,FLuc inh counter,bIAP act,APP 5'UTR act,PMI act hi M6P,PMI activator,TNAP inh hi DEA,TNAP inh no acc,FLuc stim CS,TNAP act hiacc
Oc1ccccc1-c1nnc(SCCN2CCOCC2)n1Cc1ccccc1,1.1,24,1,-37,1.2,1.2,1,-4,0.8,1
CC(=O)N1CCN(S(=O)(=O)c2cccc(C(=O)Nc3ccc4c(c3)OCO4)c2)CC1,1.4,1,1.2,-3,0.6,0.9,-1,-6,1,1
CCC(=O)OCC(=O)Nc1cc([N+](=O)[O-])ccc1Cl,1.2,-6,1,-8,1,1.1,-2,-5,1.1,1
O=C(Oc1ccc(N(C(=O)c2ccncc2)S(=O)(=O)c2cccs2)cc1)c1ccncc1,1,-3,0.9,11,0.8,0.9,-5,-8,1,1
Cc1cc(C)nc(N2CCCC(C(=O)Nc3ccc4nc(C)c(C)nc4c3)C2)n1 (stereo not given),0.93,-2,1.1,2,1,1,4,-3,1,1
Cc1cnc(C(=O)Nc2nc(-c3ccccc3)cs2)cn1,1.1,8,0.9,-5,1,0.9,4,-27,0.9,1
O=C1NN=COc2ccccc21,1,-4,1.2,5,0.9,1,-1,1,1,1
CCN(CC)CCC(=O)Nc1ccc2c(c1)N(C(=O)CN(CC)CC)c1ccccc1CC2,0.9,-4,1.1,-3,0.8,0.9,0,-8,1,1
Cc1cc(=O)oc(C)c1C(=O)NCCCN1CCN(c2ccc(F)cc2)CC1,1,1,1,4,0.9,0.9,-7,-11,1,1.1
O=C1NC(c2ccc(Cl)c([N+](=O)[O-])c2)Nc2ccccc21 (stereo not given),1.3,-9,0.9,12,1.1,1.2,-3,-6,1.1,1
Cc1cc(/C=N/NC(=O)c2cccc([N+](=O)[O-])c2)c(C)n1-c1ccccc1,1.3,66*,0.9,-6,1,1,-4,-18,0.3,1
O=C1OC(c2ccc(Cl)cc2)=N/C1=C\C=C\c1ccco1,1.2,-2,1,-23,1,1,-3,9,1,1
CCOc1ccccc1NC(=O)C1CCN(S(=O)(=O)c2cccc3cccnc23)CC1,0.4,-11,1,-4,1,1,-11,-5,1.1,1.1
CN(CC(=O)Nc1ccccc1C(F)(F)F)C(=O)COc1ncnc2sccc12,1.1,-5,0.9,9,1,1,-2,-14,1.1,1
CC(C)CN(C(=O)COC(=O)CCc1c[nH]c2ccccc12)C1CCS(=O)(=O)C1 (stereo not given),1,-4,1.2,0,1.2,1.1,-9,2,1,1.1
CCOC(=O)CSc1nnc(Cc2ccccc2)n1Cc1ccco1,0.99,-2,0.9,-8,1,1,3,-6,1,1
O=C(Oc1ccccc1)c1cccc2cccnc12,0.85,-1,1.2,8,0.8,0.8,-1,-15,1,1
COc1cc2c(C(=O)N3CCN(c4cccc(Cl)c4)CC3)cn(C)c(=O)c2cc1OC,0.91,-6,1.1,9,1,0.9,-4,-8,1.1,1
Cc1ccc(-c2ccccc2)n1-c1ccc(C(=O)O)cc1,1.1,-5,1.1,-11,1.1,1.1,-7,-13,1.1,1.1
CCOC(=O)c1[nH]c(C)c(/C(O)=C2\C(=O)C(=O)N(CCCn3ccnc3)C2c2ccncc2)c1C (stereo not given),0.94,-8,0.9,-6,1,1,-4,-8,1.1,1
COc1ccc(CC(CC(=O)O)C(=O)NCc2ccccc2)cc1 (stereo not given),1,-4,0.9,2,/,/,1,-6,1,1
NC(=O)/C(=C/c1ccco1)NC(=O)/C=C/c1ccccc1,1.1,1,0.9,9,1.1,1,2,-3,1,1
Cc1ccc(CN2CCN(Cc3c(C)nn(C(C)C)c3C)CC2CCO)o1 (stereo not given),1.3,-2,1.1,0,1,1,-5,-11,1,1.1
O=C(OCn1ncc(Br)c(Br)c1=O)c1ccccc1Cl,0.12,-1,0.9,/,1.1,1,0,-4,1,1
COc1ccc(Nc2cc(C(=O)N3CCc4ccccc4C3)c3ccccc3n2)c(OC)c1,0.79,3,1,-22,0.9,0.8,-2,-5,1,1
O=C(NC1CCCCC1)C(c1ccc2ncccc2c1)N(Cc1ccccc1)C(=O)c1ccc2c(c1)OCCO2 (stereo not given),0.39,-1,1.1,6,0.8,0.8,4,-2,1,1
CN(C)C(=O)CSc1nnc(CCN)o1,1.1,-9,1,0,1,1.1,-3,-8,1.1,1
CCOc1ccc(N2CC(C(=O)Nc3ccc(OC)c(S(=O)(=O)N4CCCCC4)c3)CC2=O)cc1 (stereo not given),1.1,-3,1.2,9,1,1,-1,-10,1,1
CCOC(=O)c1nnc2c(Br)c(-c3ccccc3)nn2c1C,1.2,-10,0.9,2,0.8,1,-3,10,1.1,1
O=C(O)CN1CCCCCC1=O,1.2,-10,1.1,5,1,1.2,-4,-2,1.1,1
COc1ccc(C2C(C(C)=O)=C(O)C(=O)N2c2nc3ccccc3s2)cc1OC (stereo not given),1.2,0,1.2,-5,1,1.2,-2,0,1,1
O=C(CCC(=O)N(Cc1ccco1)C(C(=O)NC1CCCC1)c1ccncc1)Nc1cccnc1 (stereo not given),1.3,-6,1,23,1,1.2,-4,-11,1.1,1
CC(=O)Nc1ccc(OC(=O)c2c(-c3ccccc3Cl)noc2C)cc1,0.99,-8,0.9,14,1,1.1,-3,-7,1.1,1
OC(c1ccc2c(c1)OCO2)c1nccc2ccccc12 (stereo not given),0.89,-1,1.3,-4,0.8,0.8,0,0,1,1
COc1ccc(OCC(=O)Nc2ccc3c(c2)nc(CN2CCCC2)n3C)cc1,1.1,-6,1.1,8,0.9,0.9,0,-7,1.1,1
O=C(NCCCN1CCCC1=O)c1ccc2c(=O)n(-c3ccccc3F)c(=S)[nH]c2c1,1,-3,1,6,1.1,1,-1,-8,1,1

# Some of the entries above, set out differently.
SMILES	NF-kB expr up	FLuc inh counter	bIAP act	APP 5'UTR act	PMI act hi M6P	PMI activator	TNAP inh hi DEA	TNAP inh no acc	FLuc stim CS	TNAP act hiacc
COc1ccc(Nc2cc(C(=O)N3CCc4ccccc4C3)c3ccccc3n2)c(OC)c1	0.79	3	1	-22	0.9	0.8	-2	-5	1	1
O=C(NC1CCCCC1)C(c1ccc2ncccc2c1)N(Cc1ccccc1)C(=O)c1ccc2c(c1)OCCO2 (stereo not given)	0.39	-1	1.1	6	0.8	0.8	4	-2	1	1
CN(C)C(=O)CSc1nnc(CCN)o1	1.1	-9	1	0	1	1.1	-3	-8	1.1	1
CCOc1ccc(N2CC(C(=O)Nc3ccc(OC)c(S(=O)(=O)N4CCCCC4)c3)CC2=O)cc1 (stereo not given)	1.1	-3	1.2	9	1	1	-1	-10	1	1
CCOC(=O)c1nnc2c(Br)c(-c3ccccc3)nn2c1C	1.2	-10	0.9	2	0.8	1	-3	10	1.1	1
O=C(O)CN1CCCCCC1=O	1.2	-10	1.1	5	1	1.2	-4	-2	1.1	1
COc1ccc(C2C(C(C)=O)=C(O)C(=O)N2c2nc3ccccc3s2)cc1OC (stereo not given)	1.2	0	1.2	-5	1	1.2	-2	0	1	1
O=C(CCC(=O)N(Cc1ccco1)C(C(=O)NC1CCCC1)c1ccncc1)Nc1cccnc1 (stereo not given)	1.3	-6	1	23	1	1.2	-4	-11	1.1	1
CC(=O)Nc1ccc(OC(=O)c2c(-c3ccccc3Cl)noc2C)cc1	0.99	-8	0.9	14	1	1.1	-3	-7	1.1	1
OC(c1ccc2c(c1)OCO2)c1nccc2ccccc12 (stereo not given)	0.89	-1	1.3	-4	0.8	0.8	0	0	1	1
COc1ccc(OCC(=O)Nc2ccc3c(c2)nc(CN2CCCC2)n3C)cc1	1.1	-6	1.1	8	0.9	0.9	0	-7	1.1	1
O=C(NCCCN1CCCC1=O)c1ccc2c(=O)n(-c3ccccc3F)c(=S)[nH]c2c1	1	-3	1	6	1.1	1	-1	-8	1	1

# The list goes on.
SMILES,NF-kB expr up,FLuc inh counter,bIAP act,APP 5'UTR act,PMI act hi M6P,PMI activator,TNAP inh hi DEA,TNAP inh no acc,FLuc stim CS,TNAP act hiacc
CC(OC(=O)c1nsc(Cl)c1Cl)C(=O)NCc1ccco1 (stereo not given),1.3,-8,0.9,-3,1,1,-4,-12,1.1,1
COc1cccc(N/C=C/C(=O)c2ccc(Cl)cc2)c1,6.4*,83*,0.9,198*,1,1,2,0,0.2,1
N#C/C(=C1\CCCN1)c1ccc2ccccc2n1,1.2,-6,1.1,-1,1,1,-10,-19,1.1,1.1
Nc1ccc(N2CCN(C(=O)c3ccco3)CC2)cc1,1.3,2,1.1,0,0.6,0.8,6,0,1,0.9
COc1ccc(CCNC2CC(=O)N(C)C2=O)cc1OC (stereo not given),1.2,-2,1.1,/,1,1,-5,-17,1,1
O=C(CN1CCOCC1)N1CCN(c2ccc3ccccc3n2)CC1,1.1,-7,1,-11,1.1,1.1,0,-6,1.1,1
O=C(c1cccs1)N1CCN=C1SCc1ccccc1F,1.3,-4,0.9,-4,1.1,1.1,-1,-6,1,1
CN(C)c1c(N)[nH]c2c(c1=O)c(=O)n(C)c(=O)n2C,1.3,-10,1,3,0.8,0.9,-7,-5,1.1,1.1
COCCNC(=O)c1ccc2snnc2c1,1.4,-11,0.8,-8,1.1,1.1,-7,-9,1.1,1.1
O=C(CSc1nnc(-c2cc3ccccc3cc2O)n1Cc1ccco1)N1CCc2ccccc2C1,0.54,-6,1.1,/,1.2,1.1,-5,5,1.1,1.1
O=C(Nc1ccc2nn(-c3ccccc3)nc2c1)c1ccc2c(c1)OCO2,0.95,-1,0.9,22,1,0.9,-2,-2,1,1
Cc1cc(NS(=O)(=O)c2ccc(NC(=O)CCCOc3ccccc3)cc2)no1,1.1,-6,1,-11,1,1,-2,6,1.1,1
Cn1c(=O)c2c(nc(N3CCN(c4ccccn4)CC3)n2Cc2ccc(Cl)cc2Cl)n(C)c1=O,0.83,-3,1,-1,1.1,1,-18,-63,1,1.2
O=C1C2C3C=CC(C4CC34)C2C(=O)N1/N=C/c1ccc(-c2cccc([N+](=O)[O-])c2)o1 (stereo not given),0.37,-4,1,-5,0.9,1,0,-8,1,1
Cc1ccc(CN2CCC(N3CCC(C(=O)NCC4CCCO4)CC3)CC2)o1 (stereo not given),1,0,1.1,6,0.9,0.9,-3,-6,1,1
COC(=O)C(C)N1C(=O)S/C(=C/c2cc(C)n(-c3ccccn3)c2C)C1=O (stereo not given),3.6*,58*,1,59,0.9,0.9,2,-12,0.4,1
COc1cc(C2C(C#N)=C(N)OC3=C2C(=O)CCC3)cc(OC)c1OC(=O)N1CCOCC1 (stereo not given),0.92,-4,1,-1,0.9,0.9,-8,-12,1,1.1
CCCCc1ccc(C2C3=C(CC(C)(C)CC3=O)NC3=C2C(=O)c2ccccc23)cc1 (stereo not given),0.63,-4,1,/,0.9,0.8,14,-26,1,0.9
CC(NC(=O)Cn1c(NCCO)nc2ccccc21)C1CC2CCC1C2 (stereo not given),1.3,0,1.2,1,1.1,1,-2,-10,1,1
CC(C)(C)c1ccc(NC(=O)COc2ccc(-n3ccnc3)cc2)cc1,0.34,-2,2.6*,9,0.8,0.8,-1,-9,1,1
CC(C)c1nnc(NC(=O)c2sc3ccccc3c2Cl)s1,2.5,64*,1,18,1,1,0,-7,0.4,1
